NPYLR7 ag = mosquito NPYLR7 agonism. HEK293T NPYLR7/Galpha15, GCaMP6s calcium fluorescence. activation, % at 10 µM. actives 0.15% (n = 270,000); in the data active = activation above about 40%;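 note: 0% = vehicle and 100% = reference agonist at the receptor; some compounds past the cut are filed as inactive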
mcGAS inh = inhibitors of mouse cGAS; recombinant cGAS, Kinase-Glo ATP depletion luminescence; inhibition, % at 12.5 µM; actives 0.15% (n = 160,000);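 note: 0% = negative control wells and 100% = reference inhibitor with no enzyme activity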
hcGAS inh = blocks human cGAS activity. Q8N884. recombinant h-cGAS, ATP depletion, Kinase-Glo luminescence. inhibition, % at 12.5 µM. actives 0.081% (n = 290,000). AID 1259398;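 note: 0% = vehicle reaction and 100% = reaction without DNA for no activity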
Target sequence (Q8N884 whole entry, looked up): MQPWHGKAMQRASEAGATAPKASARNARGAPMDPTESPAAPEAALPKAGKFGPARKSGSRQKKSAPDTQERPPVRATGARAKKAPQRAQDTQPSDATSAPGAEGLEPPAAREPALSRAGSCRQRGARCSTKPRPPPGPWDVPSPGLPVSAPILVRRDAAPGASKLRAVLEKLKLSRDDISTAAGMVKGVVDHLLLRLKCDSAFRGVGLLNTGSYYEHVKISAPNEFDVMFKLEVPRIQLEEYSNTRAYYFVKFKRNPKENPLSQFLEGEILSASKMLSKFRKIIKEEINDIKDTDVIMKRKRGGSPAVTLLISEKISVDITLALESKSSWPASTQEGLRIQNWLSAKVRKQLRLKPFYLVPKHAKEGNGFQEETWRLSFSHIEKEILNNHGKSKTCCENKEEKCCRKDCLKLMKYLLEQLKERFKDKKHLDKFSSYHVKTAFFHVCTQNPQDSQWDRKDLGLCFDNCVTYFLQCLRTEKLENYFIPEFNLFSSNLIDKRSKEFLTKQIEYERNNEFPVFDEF
Starred values were filed as active, the others as inactive; . = no result given; & = joins results of further samples. Cut-off read from the data, not from the text of the source, unless noted: active = inhibition above about 40%; inactive = the rest.

SMILES | NPYLR7 ag | mcGAS inh | hcGAS inh
CCc1[nH]c2c(CNC(=O)CCN(C)S(C)(=O)=O)cc(F)cc2c1C | 6 | -14 | -9
Cc1nn(C2CCS(=O)(=O)C2)c2nc(-c3ccc(F)cc3)cc(C(=O)N(C)C3CCN(C)CC3)c12 (stereo not drawn) | 3 | -11 | -8
O=C(NC(c1ccccc1)c1ccc(Br)cc1)c1ccco1 (stereo not drawn) | 6 | . | -7
Cc1ccn2cc(C(=O)N3CCC(NC(=O)C4CCCCC4)CC3)nc2c1 | 1 | . | -2
Fc1cccc(-n2cc(CN3CCC(OCc4cccnc4)CC3)cn2)c1 | 2 | . | -6
O=C(NCc1ccc(Cl)s1)C1CCN(S(=O)(=O)c2cccnc2)CC1 | -1 | . | -2
CCCCc1ccc(C(=O)N(Cc2cccc(OS(=O)(=O)c3cccc(C(F)(F)F)c3)c2)Cc2ccco2)cc1 | 13 | -5 | -5
O=C(CSc1nnc(SCC(=O)c2cccs2)s1)c1cccs1 | 3 | . | -6
COC(=O)c1cc(Oc2ncnc3scc(-c4ccccc4)c23)cc(C(=O)OC)c1 | 5 | . | -5
CCc1ccc(CN2CCC3(CCCN(Cc4ccccc4F)C3=O)C2)o1 (stereo not drawn) | 0 | . | 0
Cc1ccc(Oc2cnn(-c3ccc(Cl)c(Cl)c3)c(=O)c2Nc2ccc(C(=O)N3CCOCC3)cc2)cc1 | 13 | -5 | -4
Cc1ccc(Cl)c(OC2CC3CCC(C2)N3C(=O)c2ccc(CSc3nncs3)cc2)c1 (stereo not drawn) | 12 | 0 | -3
COc1cccc(-c2cnc3c(NC=O)cc(-c4cccc(NC(C)=O)c4)cn23)c1 | -6 | -7 | -6
Cc1cc(Nc2ccc3c(n2)C(=O)N(CC(=O)NCCN2CCOCC2)C3)n(C)n1 | 4 | . | -2
Cn1c(COc2ccccc2Cc2ccccc2)cc(=O)n(C)c1=O | 3 | . | -4
CCOC1OC2C(CO)OC(n3cnc4c(N)ncnc43)C2O1 (stereo not drawn) | 3 | . | -6
CCCCCCCCCCC[C@@H](C[C@H]1OC(=O)[C@H]1CCCCCC)OC(=O)[C@@H](CC(C)C)NC=O | -10 | . | -4
N#Cc1c(F)cccc1NCC1(c2ccc3c(c2)OCO3)CCOCC1 | 15 | -16 | -9
COCCN(Cc1nc2scc(-c3cccc(OC)c3)c2c(=O)[nH]1)CC(O)COCc1ccco1 (stereo not drawn) | -2 | . | 1
CCNC(=S)NCC1c2cc(OC)c(OC)cc2CCN1Cc1cccc(F)c1 (stereo not drawn) | -5 | -2 | -1

A different layout for 4 compounds above:
Structure	NPYLR7 ag	mcGAS inh	hcGAS inh
O=C(CSc1nnc(SCC(=O)c2cccs2)s1)c1cccs1	3	.	-6
COC(=O)c1cc(Oc2ncnc3scc(-c4ccccc4)c23)cc(C(=O)OC)c1	5	.	-5
CCc1ccc(CN2CCC3(CCCN(Cc4ccccc4F)C3=O)C2)o1 (stereo not drawn)	0	.	0
Cc1ccc(Oc2cnn(-c3ccc(Cl)c(Cl)c3)c(=O)c2Nc2ccc(C(=O)N3CCOCC3)cc2)cc1	13	-5	-4

Molecules from the list above that contain an aryl methoxy group, in the order listed:
SMILES | NPYLR7 ag | mcGAS inh | hcGAS inh
COc1cccc(-c2cnc3c(NC=O)cc(-c4cccc(NC(C)=O)c4)cn23)c1 | -6 | -7 | -6
COCCN(Cc1nc2scc(-c3cccc(OC)c3)c2c(=O)[nH]1)CC(O)COCc1ccco1 (stereo not drawn) | -2 | . | 1
CCNC(=S)NCC1c2cc(OC)c(OC)cc2CCN1Cc1cccc(F)c1 (stereo not drawn) | -5 | -2 | -1

Additional results
SMILES | NPYLR7 ag | mcGAS inh | hcGAS inh
COC(=O)C1CCCN1CCn1nc(C)cc1C (stereo not drawn) | -1 | . | -3
CN1C(=O)/C(=C/c2ccccc2)SC1=Nc1ccccc1 | -10 | 0 | -1
Cc1ncsc1CCC(=O)N1CCC(CCC(=O)Nc2ccc3c(c2)OCCO3)CC1 | 7 | . | -9
O=c1cc(C(F)(F)F)c2ccc(OS(=O)(=O)c3ccc(F)c(F)c3)cc2o1 | -14 | . | 6
CN(C)CCNC(=O)C[C@@H]1O[C@H](Cn2cc(CN(C)Cc3ccccc3)nn2)[C@@H](O)[C@H]1O | -8 | -9 | -6
CSc1nnc2n1CCN2c1ccccc1 | -1 | -9 | -7
O=C1N(Cc2cccnc2)C(=O)C2(CCN(Cc3ccc4c(c3)CCO4)CC2)N1CCc1ccccc1 | 18 | -8 | -20
CN1CC2(CCN(C(=O)c3cc4c(C(F)(F)F)nn(C)c4s3)C2)OC1=O (stereo not drawn) | 6 | . | -3
COC(=O)[C@@H]1CCCN1C(=O)Cc1ccc(N2CCC(NCc3ccsc3)CC2)cc1 | -1 | -9 | -5
Cc1ccc(Cc2nc(N3CCCN(C(=O)c4cc(Cl)cc(Cl)c4)CC3)c3c(C)nn(-c4ccccc4)c3n2)cc1 | . | 3 | -4
CN(C)C(=O)N1CCC(C(=O)NC2CCCC[C@H]2NC(=O)c2ccccc2)CC1 (stereo partly drawn) | -3 | -3 | -2
CNC(=S)N1CCN(c2ncc(C(F)(F)F)cc2Cl)CC1 | 15 | . | -6
O=C(Nc1ccc(Oc2ccccc2C(F)(F)F)c(F)c1)C1COCCO1 (stereo not drawn) | 1 | -16 | -5
CCCn1c(=O)n(C)c(=O)c2nc3c(cc21)c(=O)n(C)c(=O)n3CCC | 2 | . | -3
CC(=NOCC(=O)O)c1cccs1 | 3 | . | -3
CCc1ccc(C(=O)N2CCc3nc(-c4cccc(F)c4)[nH]c(=O)c3C2)cc1 | 14 | -6 | -8
Cc1ccccc1-n1nc(SCC(=O)O)sc1=S | 6 | . | -6
COCc1noc(-c2ccc(N3CCC4(CC3)OCCO4)nc2)n1 | 5 | . | -1
CC(C)N1C(=O)C2C(c3ccc([N+](=O)[O-])cc3)NN(Cc3ccccc3)C2C1=O (stereo not drawn) | 10 | -8 | -11
Cc1cc(C(=O)NCCn2ncc3c(N4CCCCC4)ncnc32)no1 | 2 | -8 | -8

Rewritten with tabs: part of the list above.
SMILES	NPYLR7 ag	mcGAS inh	hcGAS inh
Cc1ccc(Cc2nc(N3CCCN(C(=O)c4cc(Cl)cc(Cl)c4)CC3)c3c(C)nn(-c4ccccc4)c3n2)cc1	.	3	-4
CCCn1c(=O)n(C)c(=O)c2nc3c(cc21)c(=O)n(C)c(=O)n3CCC	2	.	-3
O=C1N(Cc2cccnc2)C(=O)C2(CCN(Cc3ccc4c(c3)CCO4)CC2)N1CCc1ccccc1	18	-8	-20
CN1CC2(CCN(C(=O)c3cc4c(C(F)(F)F)nn(C)c4s3)C2)OC1=O (stereo not drawn)	6	.	-3

Next section
SMILES | NPYLR7 ag | mcGAS inh | hcGAS inh
COCc1ccc(C(=O)N2CCCC(N(C)CCc3ccc(OC)c(OC)c3)C2)s1 (stereo not drawn) | 7&1 | . | -8&-8
CCN(CC)S(=O)(=O)c1ccc(Cl)c(C(=O)Nc2ccc(F)cc2)c1 | 16 | -5 | -4
CCCCc1ccc(N2CCn3c2nc2c3c(=O)[nH]c(=O)n2C)cc1 | -6 | . | -4
CCCCCc1ccc(C(=O)N(CC(=O)N2CCc3sccc3C2c2ccccc2C)C2CC2)cc1 (stereo not drawn) | 12 | 2 | 10
O=C(c1cnn(Cc2ccccc2)c1)N1C[C@H]2CC=CC[C@H]2C1 | 6 | -12 | -6
CCN(CCN(C)C)CC(C)CCC=C(C)C (stereo not drawn) | -10 | . | -6
Cc1c(C(=O)O)c(C2CC2)nn1-c1ccccc1 | 4 | -4 | -2
COc1ccc(C(=O)NC2CCCN(Cc3ccccn3)C2)c(OC)c1OC (stereo not drawn) | 7 | . | -9
Fc1ccc(Cl)cc1-c1nc(Nc2ccncc2)c2nccnc2n1 | -10 | . | 3
CCCCN(CC(=O)Nc1cc(-c2ccccc2)nn1-c1ccc(OC)cc1)C(=O)C1CC1c1ccccc1 (stereo not drawn) | -9 | -3 | -4
O=C(NCc1ccccn1)C(C1CCCC1)N1CCN(C(=O)c2ccc3c(c2)OCO3)CC1 (stereo not drawn) | -8 | -5 | -5
Cc1ccccc1-c1noc(CCCC(=O)NCc2ccc(Cl)cc2)n1 | 2 | 0 | 3
CC(C)C1CN(C(=O)c2ccc(N3CCCC3=O)cc2)CCCN1CC1CC1 (stereo not drawn) | 0 | -15 | -7
CC(C)N(CC(=O)Nc1cc(-c2ccccc2)nn1-c1ccc(Cl)c(Cl)c1)C(=O)CCc1ccccc1 | -1 | -5 | 0
CCN(Cc1nc2cc(OC)c(OC)cc2c(=O)[nH]1)C(=O)Cc1c(F)cccc1Cl | 3 | . | -2
Clc1ccc(Oc2cc(N3CCCCC3)ncn2)cc1 | -5 | -11 | -6
CSCC(C)N(C)C(=O)c1cccc(-c2n[nH]c(C)n2)c1 (stereo not drawn) | 3&0 | -4 | -10&-15
Cc1ccc(C)c2[nH]c(=O)c(CCNC(=S)NC3CCCCC3)cc12 | 6 | . | -6
CN(Cc1cccc2ncccc12)Cc1cnn2cccnc12 | 4 | -13 | -7
COc1cccc(-c2ccc(SCC(=O)c3ccccc3)nn2)c1 | 2 | 1 | -3
CC(C)S(=O)(=O)N(C)Cc1cccc(N2CCN(C(=O)c3c(Cl)cccc3Cl)CC2)c1F | 5 | -7 | 0
CC(c1cccs1)N(C)C(=O)c1ccc(N2CC(=O)NC2=O)cc1 (stereo not drawn) | 12 | . | -5
Cc1ccc(CN2CCNC(=O)C2CC(=O)NC2Cc3ccccc3C2)cc1 (stereo not drawn) | 3 | . | -9
Fc1cccc(-n2c(N3CCOCC3)n[nH]c2=S)c1 | 2&1 | -4 | -4&-1
NC(=O)Cn1cc(Br)c(-c2ccc(Cl)cc2)n1 | 5 | . | -12
Cc1nc(SCC(=O)O)c2c(C)c(C)sc2n1 | 10 | . | -1
Cc1cc(NC(=O)c2ccc3c(c2)OCCO3)ccc1N1CCCC1=O | 4 | . | -6
COCC(c1ccccn1)N(C)C(=O)c1ccc(F)c(OC)c1F (stereo not drawn) | -5 | . | -3
Cc1ccccc1-c1nc(OCC(C)C)nn1-c1ccc(NC(=O)c2ccccc2Br)cc1 | -13 | -6 | -19
CC(=O)c1ccc(NC(=O)CSc2nc(=O)n3ccc(C)cc3n2)cc1 | 2 | -7 | -7
Oc1cc(O)c2c(c1)OC(c1ccc(O)c(O)c1)C(O)C2 (stereo not drawn) | 1 | -7 | -7
Cc1c(Cl)c(C(=O)N2CCCC(O)(CN(C)C)C2)nn1C (stereo not drawn) | 4 | . | -7
Cc1cc(C)n(Cc2ccc(N)cc2)n1 | 12 | . | -5
N#CC1C(=N)Oc2c(sc3ccccc23)C1c1ccccc1 (stereo not drawn) | 7&4 | -3 | -9&-2
COC(C)CCOC(=O)c1oc2c(c1C)C(=O)CCC2 (stereo not drawn) | 1 | . | -7
Cc1ccc(-n2nc(-c3ccccc3)c3c2N(CC(=O)NCc2ccco2)C(=O)CSC3c2sccc2C)c(C)c1 (stereo not drawn) | 1 | 0 | 0
COc1cc(/C=C2\NC(=S)NC2=O)cc(OC)c1O | 27 | -5 | -3
CCc1cc(-c2n[nH]c(C)c2-c2nc3ccccc3s2)c(O)cc1O | -2 | -9 | -4
NC(=O)c1ccsc1NC(=O)CN1CCN(C(=O)c2cccs2)CC1 | 1 | . | -7
CCCCc1ncc(-c2nccn2Cc2ccoc2)[nH]1 | 14 | . | -6
c1ccc(-c2csc3nc(-c4cccnc4)nc(Oc4ccc(-c5nnco5)cc4)c23)cc1 | 1 | . | -2
CSc1ccc(C(c2c(C)[nH][nH]c2=O)c2c(C)[nH][nH]c2=O)cc1 | -1 | . | -4
COc1ccc(NC(=O)C(C)Oc2ccc3c(c2)OCCO3)cc1OC (stereo not drawn) | 4 | -1 | -5
COCCCN(CC(=O)N1CCc2sccc2C1COc1ccccc1OC)C(=O)c1ccco1 (stereo not drawn) | -2 | 0 | 2
Cc1ccccc1-c1cccc([C@@H]2C[C@H]3CN(Cc4cccnc4)C(=O)[C@]34CCCN24)c1 | 4 | . | -4
O=C(C1CC2(CCNCC2)CN1)N1CCN(c2nc3ccccc3o2)CC1 (stereo not drawn) | 15 | . | -7
Fc1ccccc1CN1CCCC2(CCN(C3CCN(CCc4ccccc4)CC3)C2)C1 (stereo not drawn) | 17 | -7 | -2
Cc1nc(N2CCC(C(=O)NCCSc3nncn3C)CC2)nc2ccc(C(C)C)cc12 | 22 | -3 | -1
Cc1sc2nc(CNCc3ccco3)[nH]c(=O)c2c1C | 2 | . | -2
COc1cc(S(=O)(=O)NC2CC(C)(C)NC(C)(C)C2)c(OC)cc1Cl | 8 | . | -6
COC(=O)C1=C(C)NC(C)=C(C(=O)OC)C1c1ccc(OC)c(OC)c1 | 10 | -3 | 2
CN1CC2(CCN(C(=O)c3ccc4nc(CO)[nH]c4c3)C2)OC1=O (stereo not drawn) | 8 | 2 | 0
CO[C@H]1CC(O[C@@H]2/C(C)=C/C[C@@H]3C[C@@H](C[C@]4(CC[C@H](C)[C@@H](C5CCCCC5)O4)O3)OC(=O)[C@@H]3C=C(C)/C(=N\O)[C@H]4OC/C(=C\C=C\[C@@H]2C)[C@]43O)O[C@@H](C)C1O (stereo partly drawn) | -17 | . | -3
NC(=O)C1Cc2ccccc2CN1S(=O)(=O)NCc1ccccc1 (stereo not drawn) | . | -11 | -6
O=C(C1CCc2ccccc2O1)N1CCC(Cn2cc(C3CC3)nn2)CC1 (stereo not drawn) | 8 | . | -10
NC(=O)c1cccc(CC2CCN(C(=O)CCc3cccnc3)C2)c1 (stereo not drawn) | 7 | . | -2
O=C(NC1CC1)C1CCN(S(=O)(=O)N2CCOCC2)CC1 | 11 | . | 0
COc1ccc(CCOc2nc(-c3ccccc3F)n(-c3cccc(NC(=O)Nc4cccc(OC)c4)c3)n2)cc1 | 17 | -5 | -13
CCC1c2cccn2CCN1Cc1cn(CCC(N)=O)c2ccccc12 (stereo not drawn) | 9 | -15 | -6

Compound activity from PubChem.
